HTRA1 inh = HTRA1 (human) protease inhibition. Q92743. recombinant HTRA1, FP-rhodamine activity-based probe, fluorescence polarization. inhibition, % at 5.96 µM. 0.5% of 340,000 active; in the data active means inhibition above about 36%;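 further: 0% = enzyme with DMSO and 100% = wells lacking enzyme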
PRMT1 FP inh = PRMT1 (human) inhibition, primary screen; Q99873; recombinant PRMT1, activity-based probe fluorescence polarization; inhibition, % at 2.79 µM; 1.3% of 370,000 active;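 active means inhibition above about 21% made by adding two undisclosed values, limit read from the data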
rCAG RNA binder = r(CAG) repeat RNA binding; TO-PRO-1 dye displacement fluorescence; inhibition, % at 3 µM; 1.3% of 370,000 active; AID 651821;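 active means inhibition above the plate cutoff, the mean of all test compounds on that plate plus 3 SD, cut at about 35% in these data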;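 further: 0% = DMSO alone and 100% = 100 µM mitoxantrone as full dye displacement; higher means more dye released from RNA so lower well fluorescence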
MBD2 DNA inh = blocks human MBD2 binding to methylated DNA | TR-FRET, MBD2 binding to methylated oligonucleotide | inhibition, % at 4.4 µM | AID 686964 | 0.31% of 370,000 active; in the data active means inhibition above about 13%
SIAE primary = inhibitors of human sialic acid acetylesterase SIAE; Q9HAT2; SIAE FP-Rh probe binding, fluorescence polarization; inhibition, % at 9.66 µM; 0.69% of 370,000 active; AID 1053197;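 active means inhibition above a cutoff: mean of compounds within the control limits plus 3 SD of those, cut at about 17% in these data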;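 further: 0% = plate median of compound wells and 100% = probe without SIAE protein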
NPR1 activator = GC-A (human) enzyme activation | activation, % at 10 µM | AID 1671463 | 0.14% of 370,000 active | P16066 | HEK293 GC-A cells, cGMP TR-FRET, EC30 ANP; 0% at EC30 ANP, 100% saturating ANP; in the data active means activation above about 40%
Target sequence (P16066 whole entry, looked up): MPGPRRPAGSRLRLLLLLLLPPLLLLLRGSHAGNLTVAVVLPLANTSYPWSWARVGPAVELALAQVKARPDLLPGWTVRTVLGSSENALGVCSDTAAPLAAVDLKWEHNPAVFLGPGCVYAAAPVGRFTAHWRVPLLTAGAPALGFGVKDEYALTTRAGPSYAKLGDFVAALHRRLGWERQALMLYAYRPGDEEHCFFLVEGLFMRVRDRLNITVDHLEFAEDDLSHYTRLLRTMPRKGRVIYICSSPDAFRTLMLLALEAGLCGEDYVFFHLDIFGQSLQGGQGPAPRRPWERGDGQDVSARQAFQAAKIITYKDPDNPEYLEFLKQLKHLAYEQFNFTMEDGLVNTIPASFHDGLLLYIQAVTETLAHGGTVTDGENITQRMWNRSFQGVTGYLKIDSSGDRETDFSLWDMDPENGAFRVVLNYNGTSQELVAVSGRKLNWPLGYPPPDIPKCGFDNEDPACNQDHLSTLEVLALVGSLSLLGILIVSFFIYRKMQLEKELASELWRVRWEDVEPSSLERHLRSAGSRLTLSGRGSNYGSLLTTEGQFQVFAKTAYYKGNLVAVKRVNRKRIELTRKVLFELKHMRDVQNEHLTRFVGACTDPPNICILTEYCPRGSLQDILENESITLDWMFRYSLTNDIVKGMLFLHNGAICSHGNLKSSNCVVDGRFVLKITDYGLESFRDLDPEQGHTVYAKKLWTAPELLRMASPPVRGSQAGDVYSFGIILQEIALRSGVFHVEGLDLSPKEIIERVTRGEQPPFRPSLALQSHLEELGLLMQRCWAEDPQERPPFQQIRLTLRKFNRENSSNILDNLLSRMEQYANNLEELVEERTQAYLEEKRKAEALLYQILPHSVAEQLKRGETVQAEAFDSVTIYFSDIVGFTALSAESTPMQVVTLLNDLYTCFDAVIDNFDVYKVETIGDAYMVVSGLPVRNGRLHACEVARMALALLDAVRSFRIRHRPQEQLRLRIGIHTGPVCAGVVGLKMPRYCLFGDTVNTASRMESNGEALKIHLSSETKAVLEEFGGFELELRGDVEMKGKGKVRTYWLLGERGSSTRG
NPR2 activator = GC-B (human) receptor activation. P20594. HEK293-GC-B cells, CNP EC30, cGMP TR-FRET; 0% at EC30 CNP, 100% saturating CNP. activation, % at 10 µM. 0.11% of 370,000 active. AID 1920062;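 active means activation at 10 µM reaching about 35% in either raw or pattern-adjusted values, limit read from the data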
UHRF1 binding = UHRF1 methyl-DNA binding inhibition; inhibition, % at 4.4 µM; UHRF1 binding to methylated oligo, TR-FRET; Q96T88; AID 687016; 0.75% of 370,000 active; in the data active means inhibition above about 21%;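 further: UHRF1 SRA domain binding a hemimethylated CpG hairpin DNA probe; 0% = median of test compound wells and 100% = reference inhibitor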
mABHD4 FP = inhibits mouse alpha/beta hydrolase domain 4; Q8VD66; purified mABHD4, FP-Rh probe fluorescence polarization; inhibition, % at 8.92 µM; 0.54% of 370,000 active; AID 720543;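 active means inhibition exceeding the mean over every tested compound plus 3 SD, cut at about 30% in these data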;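 further: 0% = plate median of compound wells and 100% = S159A mutant with DMSO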
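Assay system: wild-type mouse ABHD4 protein; compound: single nominal dose of 8.92 µM, 0.89% DMSO final; schedule: 45 min + 60 min at 25 °C; measured by: FP readout, ex 525 nm / em 598 nm; evaluation: % inhibition of FP-Rh probe binding versus controls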
TCR CD3 inh = human TCR-CD3 binding inhibition; TAMRA-labeled TCR probe fluorescence, biochemical; inhibition, % at 9.4 µM; 0.37% of 360,000 active; in the data active means inhibition above about 19%;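 further: recombinant mutant TCR 2C K166C tagged with TAMRA read by polarization; 0% = receptor in buffer alone and 100% = receptor with positive control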
Active calls of the source: *; . = not tested or not shown.

canonical_smiles	HTRA1 inh	PRMT1 FP inh	rCAG RNA binder	MBD2 DNA inh	SIAE primary	NPR1 activator	NPR2 activator	UHRF1 binding	mABHD4 FP	TCR CD3 inh
COc1ccc(CCN(C)CCc2ccc(OC)c(OC)c2)cc1OC	2	2	-2	-1	-1	-1	0	3	6	-3
O=C(O)c1cncc(SCc2ccccc2)n1	0	-3	-4	2	8	-4	4	1	2	7
O=C(NCCc1ccc(F)cc1)c1ccc2nccnc2c1	-3	-3	5	-1	13	-1	0	0	-1	6
Cc1nnc(NC(=O)c2ccccc2C(=O)O)s1	-8	-1	1	-1	10	4	-2	-1	-3	3
N#Cc1nc(Cc2cccc3ccccc23)oc1NCc1ccc2c(c1)OCO2	-42	-2	2	-11	-18	2	-1	0	-29	7
CCOC(=O)CSc1n[nH]c(NS(=O)(=O)c2ccccc2C(F)(F)F)n1	4	-5	6	3	-9	-6	1	3	-1	1
CCOc1ccccc1NS(=O)(=O)c1c(C)[nH]c(C)c1C(=O)N1CCCCC1	-3	4	-4	-3	-6	-3	-7	-2	5	0
CC1Cn2c(COc3ccccc3)nnc2S1 (stereo unspecified)	-5	-3	1	4	1	4	3	2	5	-4
COCCOC(=O)C1=C(C)NC2=C(C(=O)CC(C)(C)C2)C1c1ccc(N(C)C)cc1 (stereo unspecified)	6	2	-1	-3	3	0	0	-1	10	2
Cc1ccc2cccc(NC(=S)NC(=O)c3c(Br)cnn3C)c2n1	-1	3	6	-1	-4	-5	-16	-1	5	0
O=C(c1ccccc1F)N1CCN(c2ccccn2)CC1	7	-2	0	-5	-4	-2	-1	-1	-2	6
CC(C)(C)C1CCC(=NNC(=O)C(=O)NCc2cccnc2)CC1 (stereo unspecified)	-2	-4	0	-1	2	-1	0	-2	-1	4
CCn1cc(S(=O)(=O)NCCc2ccccc2OC)cn1	4	0	-1	3	-2	2	1	0	7	3
O=C(Nc1ccccc1C(=O)O)c1cccc(NC(=O)c2ccc(Br)o2)c1	-16	11	45*	-1	-16	0	4	8	-40	2
Cc1ccc(NC(=O)Nc2ccc3c(c2)N(C)C(=O)CS3)nc1	-10	2	3	1	-3	0	5	0	-7	11
O=C1CCC/C(=N/NC(=O)c2sc3ccccc3c2Cl)C1	-13	85*	-41	1	-3	1	2	-2	7	-16
COc1ccc(C2(C)NC(=O)N(CC(=O)Nc3ccc4c(c3)OCO4)C2=O)cc1OC (stereo unspecified)	13	2	11	-3	-3	-5	-2	5	-5	-2
O=C(OCc1nc2ccccc2s1)c1ccco1	-3	-2	0	-7	-8	2	6	-1	-9	5
CN(C)S(=O)(=O)c1ccc(NC(=O)CCCNC(=O)c2ccc(Cl)cc2)cc1	-7	-2	5	-2	-5	-2	-6	-1	-3	8
O=C1[C@H]2[C@@H](C3CC3)N3C(=O)CN(CC4CC4)C(=O)[C@@]3(Cc3ccccc3)[C@H]2C(=O)N1c1ccccc1	-1	1	-5	0	3	-1	1	1	7	-5
CCc1nnc(NC(=O)CCC(=O)NCc2ccccc2Cl)s1	4	-7	-1	-1	-2	1	-4	1	2	5
O=C(N[C@H](Cc1ccccc1)C(=O)NCc1ccco1)[C@H]1O[C@@H](n2ccc(=O)[nH]c2=O)[C@H](O)[C@@H]1O	.	0	0	-7	-1	2	6	0	6	12
CCc1c(C)nc2[nH]nc(-c3ccccc3)n2c1=O	-6	4	7	0	0	-5	0	2	4	-9
O=C(Cn1cccc1)N1CCN(c2ccc(F)cc2)CC1	9	3	4	-1	11	-2	6	0	2	-5
COc1ccc(NS(=O)(=O)c2cccc(C(=O)N3CCCC3)c2)cc1	4	-3	-1	-3	3	-3	-1	0	1	3
Cc1c(NC(=O)COc2ncnc3ccccc23)c(=O)n(-c2ccccc2)n1C	-4	-1	-2	-1	-6	1	-1	3	0	0
CC1(CC(=O)Nc2ccccc2)NC(=S)N(c2ccccc2)N1 (stereo unspecified)	-4	4	6	0	7	-1	-1	7	7	0
COc1ccc(C(=O)Nc2cccc(C(=O)N3CCCC3)c2)cc1	0	2	-5	-4	8	-5	-1	0	2	1
O=C1COc2ccc(C(=O)CSc3nnc(NCc4ccccc4)s3)cc2N1	-20	-3	9	-1	-17	-9	-8	-2	-14	2
O=C(Nc1ccc(S(=O)(=O)NC2=NCCCCC2)cc1)c1cccc(OC(F)F)c1	-4	2	0	-1	3	-1	0	2	-3	-2
O=C(c1cc(COc2cccc(C(F)(F)F)c2)on1)N1CCC(Oc2cccnc2)CC1	-9	-3	-7	6	2	-3	0	1	-2	12
O=C(CCl)Nc1cccc(S(=O)(=O)N2CCCCCC2)c1	1	-2	2	-1	-1	-3	-2	0	0	6
CC(C)CCC(CCNCc1ccccn1)c1ccc2c(c1)OCO2 (stereo unspecified)	29	4	1	-1	9	-50	-17	6	28	-1
Cc1csc(NC(=O)CSc2nc(C(C)C)nc3c2c(=O)n(C)c(=O)n3C)n1	0	-3	2	-6	4	-2	7	2	0	-2
Nc1cc(C(=O)O)ccc1Nc1ccc(F)c(F)c1	13	1	11	2	10	1	-4	0	7	5
Cc1ccc(C)c(NC(=O)CN(C)C(=O)c2ccc(Cl)nc2)c1	8	6	3	-2	4	0	-2	1	1	0
COc1ccc(/C=N/n2c(-c3n[nH]c4c3CCC4)n[nH]c2=S)cc1OC	7	-2	3	-2	-7	-2	6	2	-8	11
CCCn1c(NC(=O)C2CCN(S(=O)(=O)c3cccs3)CC2)nc2ccccc21	-7	3	0	1	-2	-3	0	1	9	0
COc1ccc(N(C(=O)CNC(=O)c2cccs2)C(C(=O)NCC2CCCO2)c2ccc(OC)c(OC)c2)cc1 (stereo unspecified)	-8	-2	-4	4	-4	-3	3	1	0	3
COC(=O)c1c(C)[nH]c(C(=O)OCc2ccc(F)cc2)c1C	-9	-2	-3	1	-3	-3	-4	-3	-7	0

Three compounds out of the list above, sorted by the value under UHRF1 binding, low to high:
smiles | UHRF1 binding
O=C(N[C@H](Cc1ccccc1)C(=O)NCc1ccco1)[C@H]1O[C@@H](n2ccc(=O)[nH]c2=O)[C@H](O)[C@@H]1O | 0
COc1ccc(N(C(=O)CNC(=O)c2cccs2)C(C(=O)NCC2CCCO2)c2ccc(OC)c(OC)c2)cc1 (stereo unspecified) | 1
Cc1csc(NC(=O)CSc2nc(C(C)C)nc3c2c(=O)n(C)c(=O)n3C)n1 | 2

Look-ups from the list.
For MBD2 DNA inh, Nc1cc(C(=O)O)ccc1Nc1ccc(F)c(F)c1 reads 2
For mABHD4 FP, O=C(Nc1ccc(S(=O)(=O)NC2=NCCCCC2)cc1)c1cccc(OC(F)F)c1 reads -3
For mABHD4 FP, O=C(N[C@H](Cc1ccccc1)C(=O)NCc1ccco1)[C@H]1O[C@@H](n2ccc(=O)[nH]c2=O)[C@H](O)[C@@H]1O reads 6

Later entries.
canonical_smiles	HTRA1 inh	PRMT1 FP inh	rCAG RNA binder	MBD2 DNA inh	SIAE primary	NPR1 activator	NPR2 activator	UHRF1 binding	mABHD4 FP	TCR CD3 inh
O=C(Cn1cc2c(n1)CCCC2)NCc1cccc(Cl)c1	5	-4	0	-3	-3	-4	-1	-2	-1	3
COc1ccc(C)cc1NC(=O)CCC(=O)Nc1nnc(C2CCCCC2)s1	2	3	-3	5	3	-2	-2	4	-4	0
CCOC(=O)CN1C(=O)/C(=C/c2c(F)cccc2Cl)Oc2ccccc21	-23	0	-3	-5	8	-7	2	-4	-16	-4
Cc1ccc(CNC(=O)CS(=O)(=O)c2ccccc2)cc1	-3	3	-4	0	-2	-3	2	11	0	6
Cc1nc(NC(=O)c2cccc(-c3cc4ccccc4oc3=O)c2)ccc1Br	-11	-1	2	3	-38	7	5	5	0	2
O=C(NCCO)c1cc(-c2cc(C(=O)NCCO)c3ccccc3n2)nc2ccccc12	3	-4	2	2	16	0	4	-2	5	-2
COc1ccc(C(=O)OCC(=O)Nc2ccc(Cl)cn2)cc1	-1	5	-2	0	-3	-1	-7	0	4	-2
COCCn1nnnc1CN(CCc1ccccc1)Cc1cc2ccc(C)cc2[nH]c1=O	-11	0	-8	5	-1	-1	7	1	-5	5
O=C(CN1C(=O)C2CC=CCC2C1=O)Nc1nnc(SCc2ccc(Cl)cc2)s1 (stereo unspecified)	-4	-2	16	-2	-3	-2	-1	6	-14	-5
COc1cccc(NC(=O)CN(C)C(=O)CNC(=O)c2sc3ccccc3c2Cl)c1	-21	-3	3	8	-18	0	1	21*	-14	-1
C#CCOCCOCCOCCNc1nc(N2CCOCC2)nc(N2CCN(C(=O)[C@H]([C@@H](C)CC)n3cc(CCCN=C(N)N)nn3)CC2)n1	-3	1	-2	0	6	3	-7	5	3	1
CC(C)NC(=O)c1cccc(NC(=O)CC2SC(N3CCCCC3)=NC2=O)c1 (stereo unspecified)	4	8	-5	9	-2	0	-1	6	-19	-3
Cc1oc2c(c(C)cc3oc(=O)c(CC(=O)NCC(=O)NCC(=O)NCC(C)O)c(C)c32)c1C (stereo unspecified)	4	1	7	-8	4	6	-8	65*	4	-4
CCOC(=O)C(=O)Nc1cc([N+](=O)[O-])ccc1C	3	-1	0	-1	3	0	2	-4	5	-1
S=c1[nH]ncn1/N=C/c1ccc(N2CCOCC2)cc1	2	2	5	2	2	-3	6	-1	4	5
Cc1cccc(N2CCN(S(=O)(=O)c3c(C)[nH]c(=O)[nH]c3=O)CC2)c1C	3	-2	2	-4	-1	-2	-4	10	4	5
Cc1nnc(NC(=O)CSc2cn(Cc3ccccc3)c3ccccc23)s1	1	4	3	4	1	-8	2	4	1	-9
Cc1cc(C)c(OCCCCN(C)C)c(Br)c1	3	3	-1	1	-1	1	-1	0	7	-1
CC(C)c1cccc(OCCN2CCCC2)c1	2	-5	-2	5	-1	1	0	-1	9	4
COCC(=O)Nc1ccc(Br)cc1C	2	0	5	3	-2	2	3	-2	-3	1
O=C(c1ccco1)N1CCN(C(=O)c2ccccc2Oc2ccccc2)CC1	-6	3	-6	3	2	2	2	-6	0	8
O=C1CCc2cc(S(=O)(=O)NCCc3ccccc3)cc3c2N1CC3	3	-1	1	-3	3	-1	3	-1	-5	5
O=C(NC1CCN(Cc2ccccc2)CC1)c1cccc(S(=O)(=O)Nc2ccc(SC(F)F)cc2)c1	-13	41*	24	5	-3	-4	0	7	8	-3
COC(=O)c1ccc(Cn2cnc3c(cnn3-c3ccc(F)cc3)c2=O)o1	1	-2	-3	2	4	1	-6	-4	0	2
CC1CCc2cc(F)ccc2N1C(=O)CSc1nnc2c(n1)[nH]c1ccccc12 (stereo unspecified)	-30	0	8	-1	-10	2	6	0	1	-1
CCCCn1nc2cc(C(=O)NC[C@@H]3CCCO3)ccc2c1OCC	0	-1	-6	9	9	4	6	0	11	8
O=C(CCN1C(=O)/C(=C\c2ccccc2Cl)SC1=S)Nc1cccnc1	-5	10	6	1	4	-1	5	1	-4	-1
O=C(CSc1nnc(-c2cccs2)o1)NCc1ccco1	-4	9	-3	-1	-1	-1	5	-1	-4	0
CC(O)[C@H]1CN=C(N)N1CCCCC1CCCCC1 (stereo partly specified)	-19	3	9	1	2	0	5	-1	4	-6
COc1ccc(CNc2ncc(-c3ccccc3)n2C)c(OC)c1OC	6	0	-6	-2	5	-7	-6	-1	7	1
Cc1ccc(S(=O)(=O)Nc2cccc(C(=O)NC3CCN(Cc4ccccc4)CC3)c2)cc1F	-8	-1	1	-2	0	2	6	4	-1	0
COn1c(-c2ccc(Cl)cc2)nc2ncccc21	2	-1	-2	2	1	1	0	-2	-3	-1
Cc1nc2c(Br)cc(Br)cc2c(=O)n1-c1ccccc1NC1OCC(O)C(O)C1O (stereo unspecified)	-3	0	1	5	1	0	3	3	1	-1

Some of the compounds tested; the hit share may differ from the screen's.
